Screening results: PubChem BioAssay, Broad Institute
T_cruzi_intra – intracellular Trypanosoma cruzi inhibition; AID 651903; intracellular Trypanosoma cruzi in host cells, plate reader; 4.9% of 22,000 active; activity score (inhibition), % at 5.01 µM; in the data active = activity score above about 55%;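 also: parasites and compound incubated about four days before reading; 0% = median of neutral control wells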
INS-1E_rescue – rescue of cytokine-induced death in INS-1E beta cells; INS-1E cytokine-induced death, ATP luminescence, 48 h; normalised: neutral wells 0, positive control 100; protection from cytokine-induced ATP loss, % at 10 µM; 0.1% of 20,000 active;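 active = mean replicate protection from cytokine-induced ATP loss at least 50% and at least 75% of replicates each reaching 50%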
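Test system: INS-1E rat cells | Quantity: 8000 cells per well | Medium: Phenol-red-free RPMI with 5% fetal bovine serum | Reagent: Cytokine cocktail of IFN-γ, TNF-α and IL-1β | Doses: One compound concentration, pin transfer | Timing: 48 h co-treatment, 10 min post-lysis read | Technique: Luminescent ATP assay (CellTiter-Glo)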
Numbers without * were called inactive; . = no result given.

SMILES T_cruzi_intra INS-1E_rescue
C[C@@H]1CN([C@H](C)CO)C(=O)Cc2cc(NC(=O)C3CCCCC3)ccc2O[C@@H]1CN(C)CC1CCCCC1 -10 -6
C[C@@H]1CN([C@H](C)CO)C(=O)Cc2cc(NS(=O)(=O)c3ccc(Cl)cc3)ccc2O[C@H]1CN(C)Cc1ccccc1 73* -2
C[C@H](CO)N1C[C@H](C)[C@@H](CN(C)Cc2ccccc2)Oc2c(NC(=O)Nc3ccc4c(c3)OCO4)cccc2C1=O 23 -8
C[C@@H]1CCCCO[C@H](CN(C)S(=O)(=O)c2cccs2)[C@@H](C)CN([C@H](C)CO)C(=O)c2cc(NC(=O)C3CCCCC3)ccc2O1 -24 -14
C[C@@H]1CN([C@H](C)CO)C(=O)Cc2cc(NC(=O)c3ccncc3)ccc2O[C@@H]1CN(C)S(=O)(=O)c1ccccc1 -10 8
C[C@H]1CN([C@@H](C)CO)C(=O)CCCn2cc(nn2)CO[C@H]1CN(C)Cc1ccccc1 -15 7
C[C@H]1CN([C@@H](C)CO)C(=O)Cc2cc(NS(C)(=O)=O)ccc2O[C@H]1CN(C)C(=O)Nc1ccc(C(F)(F)F)cc1 . -1
C[C@H]1CN([C@@H](C)CO)C(=O)c2cc(NS(=O)(=O)c3ccc(Cl)cc3)ccc2O[C@H]1CN(C)S(=O)(=O)c1ccc(Cl)cc1 44* .
C[C@H]1CN([C@@H](C)CO)C(=O)c2cccc(NC(=O)c3ccc(-c4nccs4)cc3)c2O[C@H]1CN(C)Cc1ccc(C(=O)O)cc1 0 4
C[C@H]1CN([C@@H](C)CO)C(=O)Cc2cc(NS(=O)(=O)c3ccc(Cl)cc3)ccc2O[C@H]1CN(C)S(=O)(=O)c1ccc(F)cc1 -14 15
COc1ccc(NC(=O)Nc2ccc3c(c2)CC(=O)N([C@H](C)CO)C[C@@H](C)[C@@H](CN(C)Cc2ccc(C(F)(F)F)cc2)O3)cc1 67* -11
C[C@@H]1CN([C@H](C)CO)C(=O)Cc2cc(NC(=O)Nc3ccc4c(c3)OCO4)ccc2O[C@H]1CN(C)S(=O)(=O)c1cccs1 -38 5
COc1ccc(S(=O)(=O)N(C)C[C@@H]2Oc3ccc(NS(=O)(=O)c4ccc(C)cc4)cc3CC(=O)N([C@@H](C)CO)C[C@@H]2C)cc1 -4 9
Cc1ccc(S(=O)(=O)N(C)C[C@H]2Oc3ccc(NC(=O)Nc4ccc(F)cc4)cc3CC(=O)N([C@@H](C)CO)C[C@@H]2C)cc1 -3 10
C[C@H]1CN([C@@H](C)CO)C(=O)Cc2cc(NC(=O)NC3CCCCC3)ccc2O[C@H]1CN(C)S(=O)(=O)c1cccs1 2 5
COC(=O)CCCCCCC(=O)NN -27 4
C[C@H]1CN([C@@H](C)CO)C(=O)c2cc(NC(=O)NC3CCCCC3)ccc2O[C@H]1CN(C)C(=O)Nc1ccc2c(c1)OCO2 -26 6
C[C@@H]1CN([C@@H](C)CO)C(=O)CCCn2cc(nn2)CO[C@H]1CN(C)C(=O)NC1CCCCC1 -8 .
Cc1ccc(S(=O)(=O)Nc2cccc3c2O[C@H](CN(C)C(=O)Nc2ccccc2)[C@@H](C)CN([C@@H](C)CO)C3=O)cc1 -19 11
CC(C)NC(=O)N(C)C[C@H]1Oc2ccc(NS(=O)(=O)c3cccs3)cc2CC(=O)N([C@@H](C)CO)C[C@H]1C -17 11
C[C@@H]1CN([C@@H](C)CO)C(=O)c2cc(NC(=O)CCC(F)(F)F)ccc2O[C@H]1CN(C)C 1 3
CC(C)NC(=O)N(C)C[C@@H]1Oc2c(NS(C)(=O)=O)cccc2C(=O)N([C@@H](C)CO)C[C@@H]1C -26 9
C[C@@H]1CN([C@H](C)CO)C(=O)c2cccc(NS(=O)(=O)c3ccccc3)c2O[C@@H]1CN(C)C(=O)Nc1ccccc1 -15 4
COc1ccc(C#Cc2cnc3c(c2)C(=O)N([C@H](C)CO)C[C@H](C)[C@H](CN(C)C)O3)cc1OC 83* .
COc1ccc(S(=O)(=O)N(C)C[C@@H]2Oc3ccc(NC(=O)CCN4CCOCC4)cc3C(=O)N([C@@H](C)CO)C[C@H]2C)cc1 3 8
C[C@H](CO)N1C[C@H](C)[C@H](CN(C)C(=O)Nc2ccc3c(c2)OCO3)Oc2c(NC(=O)Nc3cccc4ccccc34)cccc2C1=O 26 -4
C[C@H]1CN([C@@H](C)CO)C(=O)CCCn2cc(nn2)CO[C@H]1CN(C)C(=O)Nc1ccnc(N2CCOCC2)c1 -6 .
COc1ccc(NC(=O)Nc2cccc3c2O[C@H](CN(C)S(=O)(=O)c2ccc(F)cc2)[C@H](C)CN([C@@H](C)CO)C3=O)cc1 46 3
C[C@@H]1CN([C@@H](C)CO)C(=O)Cc2cc(NC(=O)CCC(F)(F)F)ccc2O[C@@H]1CN(C)C(=O)Nc1ccc(C(F)(F)F)cc1 -4 -11
Cc1noc(C)c1S(=O)(=O)N(C)C[C@@H]1Oc2c(NC(=O)c3ccc(-c4nccs4)cc3)cccc2C(=O)N([C@@H](C)CO)C[C@H]1C -21 -7
C[C@H]1CN([C@@H](C)CO)C(=O)Cc2cc(NC(=O)C3CCCCC3)ccc2O[C@@H]1CN(C)Cc1ccc(C(=O)O)cc1 -23 12
C[C@H]1CN([C@@H](C)CO)C(=O)c2cc(NC(=O)Nc3ccccc3)ccc2O[C@@H]1CN(C)S(=O)(=O)c1ccc(Cl)cc1 -4 4
C[C@H]1CN([C@@H](C)CO)C(=O)Cc2cc(NC(=O)CCN3CCOCC3)ccc2O[C@H]1CN(C)C(=O)Nc1ccc(C(F)(F)F)cc1 -13 0
C[C@H](CO)N1C[C@H](C)[C@@H](CN(C)CC2CC2)Oc2c(NC(=O)C3CCCCC3)cccc2C1=O 43 -10
C[C@H]1CN([C@@H](C)CO)C(=O)c2cccc(NC(=O)NC3CCCCC3)c2O[C@@H]1CN(C)S(=O)(=O)c1cn(C)cn1 -14 7
C[C@H](CO)N1C[C@H](C)[C@@H](CN(C)CC2CCCCC2)Oc2ccc(N(C)C)cc2C1=O -7 -6
C[C@H]1CN([C@@H](C)CO)C(=O)c2cccc(NS(=O)(=O)c3cccs3)c2O[C@H]1CN(C)C(=O)Nc1ccc(C(F)(F)F)cc1 16 -9
COc1ccc(S(=O)(=O)N(C)C[C@@H]2Oc3c(cccc3N(C)C)C(=O)N([C@H](C)CO)C[C@H]2C)cc1 2 10
C[C@H]1CN([C@@H](C)CO)C(=O)Cc2cc(NC(=O)c3ccncc3)ccc2O[C@@H]1CN(C)CC1CC1 -11 11
O=C(CCCCCC(=O)Nc1ccccc1O)N/N=C/c1cc(Br)cs1 4 15
COc1ccc(NC(=O)N(C)C[C@H]2Oc3ccc(NC(=O)C4CCCCC4)cc3C(=O)N([C@H](C)CO)C[C@@H]2C)cc1 -17 3
Cc1noc(C)c1NC(=O)Nc1ccc2c(c1)C(=O)N([C@@H](C)CO)C[C@@H](C)[C@@H](CN(C)Cc1ccc(Cl)c(Cl)c1)O2 1 -3
C[C@@H]1CN([C@@H](C)CO)C(=O)c2cc(NC(=O)Cc3ccccc3)ccc2O[C@@H]1CN(C)CC1CC1 -10 1
C[C@@H]1CN([C@H](C)CO)C(=O)Cc2cc(NC(=O)CCN3CCOCC3)ccc2O[C@H]1CN(C)S(=O)(=O)c1cccs1 -15 13
C[C@@H]1CN([C@H](C)CO)C(=O)Cc2cc(NC(=O)CCN3CCOCC3)ccc2O[C@@H]1CN(C)S(=O)(=O)c1cccs1 -2 2
C[C@@H]1CN([C@H](C)CO)C(=O)Cc2cc(N(C)C)ccc2O[C@H]1CN(C)C(=O)Nc1ccc(F)cc1 -10 3
C[C@@H]1CN([C@@H](C)CO)C(=O)Cc2cc(NC(=O)CCC(F)(F)F)ccc2O[C@@H]1CN(C)S(=O)(=O)c1cccs1 13 -3
C[C@@H]1CCCCO[C@H](CN(C)S(C)(=O)=O)[C@@H](C)CN([C@H](C)CO)C(=O)c2cc(NC(=O)Nc3ccc(C(F)(F)F)cc3)ccc2O1 10 -3
Cc1ccc(S(=O)(=O)Nc2ccc3c(c2)C(=O)N([C@H](C)CO)C[C@@H](C)[C@@H](CN(C)C(=O)Nc2ccccc2)O3)cc1 -4 -1
C[C@@H]1CN([C@H](C)CO)C(=O)c2cccc(NC(=O)c3ccc(-c4nccs4)cc3)c2O[C@H]1CN(C)Cc1ccc(Cl)c(Cl)c1 47 -22
C[C@H](CO)N1C[C@H](C)[C@H](CN(C)C(=O)Nc2ccc(C(C)(C)C)cc2)OCc2cnnn2CCCC1=O 4 .
C[C@@H]1CCCCO[C@@H](CN(C)S(C)(=O)=O)[C@@H](C)CN([C@H](C)CO)C(=O)c2cc(NS(C)(=O)=O)ccc2O1 -7 0
COc1ccc(NC(=O)N(C)C[C@@H]2Oc3ccc(NC(=O)CCC(F)(F)F)cc3C(=O)N([C@@H](C)CO)C[C@@H]2C)cc1 12 .
COc1ccccc1NC(=O)N(C)C[C@@H]1OCc2cnnn2CCCC(=O)N([C@H](C)CO)C[C@@H]1C -14 .
CC(C)NC(=O)Nc1cccc2c1O[C@H](CN(C)C(=O)Nc1ccccc1)[C@H](C)CN([C@H](C)CO)C2=O -19 3
C[C@H](CO)N1C[C@H](C)[C@@H](CN(C)C(=O)Nc2ccc3c(c2)OCO3)Oc2ccc(NC(=O)C3CC3)cc2C1=O -19 4
COc1ccc(CN(C)C[C@@H]2OCCCC[C@@H](C)Oc3ccc(N(C)C)cc3C(=O)N([C@H](C)CO)C[C@@H]2C)cc1 -9 -4
CC(C)NC(=O)N(C)C[C@@H]1Oc2c(NC(=O)CCCCCC(=O)Nc3ccccc3N)cccc2C(=O)N([C@@H](C)CO)C[C@@H]1C -11 6
COC(=O)CCCCCCC(=O)N/N=C/C[C@H](C)CCC=C(C)C 6 -6
COc1ccc(S(=O)(=O)N(C)C[C@H]2Oc3ccc(NC(=O)Nc4cccc5ccccc45)cc3CC(=O)N([C@@H](C)CO)C[C@@H]2C)cc1 -25 3

Further records
SMILES T_cruzi_intra INS-1E_rescue
C[C@@H]1CCCCO[C@@H](CN(C)Cc2ccncc2)[C@@H](C)CN([C@H](C)CO)C(=O)c2cc(NS(=O)(=O)c3ccc(Cl)cc3)ccc2O1 10 9
C[C@@H]1CCCCO[C@@H](CN(C)C(=O)CCC(F)(F)F)[C@@H](C)CN([C@H](C)CO)C(=O)c2cc(NS(=O)(=O)c3ccc(Cl)cc3)ccc2O1 2 9
C[C@H](CO)N1C[C@H](C)[C@H](CN(C)C(=O)Nc2cccc3ccccc23)Oc2ncc(C#Cc3ccccc3)cc2C1=O 68* .
Cc1ccc(S(=O)(=O)N(C)C[C@H]2Oc3c(NC(=O)C4CCOCC4)cccc3C(=O)N([C@H](C)CO)C[C@@H]2C)cc1 8 7
Cc1noc(C)c1S(=O)(=O)Nc1ccc2c(c1)CC(=O)N([C@@H](C)CO)C[C@H](C)[C@H](CN(C)CC1CC1)O2 -3 6
Cc1noc(C)c1S(=O)(=O)N(C)C[C@H]1Oc2ccc(NC(=O)Cc3cn(C)c4ccccc34)cc2CC(=O)N([C@@H](C)CO)C[C@H]1C 17 4
COc1ccc(NC(=O)Nc2ccc3c(c2)C(=O)N([C@H](C)CO)C[C@@H](C)[C@H](CN(C)C(=O)NC2CCCCC2)O3)cc1 -22 0
COc1ccc(NC(=O)N(C)C[C@H]2Oc3ccc(NC(=O)C4CCCCC4)cc3CC(=O)N([C@@H](C)CO)C[C@H]2C)cc1 -2 0
C[C@H]1CN([C@@H](C)CO)C(=O)c2cccc(NS(=O)(=O)c3ccc(Cl)cc3)c2O[C@@H]1CN(C)S(=O)(=O)c1cn(C)cn1 -7 15

Compounds from the list above that have a CF3 group (10):
SMILES T_cruzi_intra INS-1E_rescue
C[C@H]1CN([C@@H](C)CO)C(=O)Cc2cc(NS(C)(=O)=O)ccc2O[C@H]1CN(C)C(=O)Nc1ccc(C(F)(F)F)cc1 . -1
COc1ccc(NC(=O)Nc2ccc3c(c2)CC(=O)N([C@H](C)CO)C[C@@H](C)[C@@H](CN(C)Cc2ccc(C(F)(F)F)cc2)O3)cc1 67* -11
C[C@@H]1CN([C@@H](C)CO)C(=O)c2cc(NC(=O)CCC(F)(F)F)ccc2O[C@H]1CN(C)C 1 3
C[C@@H]1CN([C@@H](C)CO)C(=O)Cc2cc(NC(=O)CCC(F)(F)F)ccc2O[C@@H]1CN(C)C(=O)Nc1ccc(C(F)(F)F)cc1 -4 -11
C[C@H]1CN([C@@H](C)CO)C(=O)Cc2cc(NC(=O)CCN3CCOCC3)ccc2O[C@H]1CN(C)C(=O)Nc1ccc(C(F)(F)F)cc1 -13 0
C[C@H]1CN([C@@H](C)CO)C(=O)c2cccc(NS(=O)(=O)c3cccs3)c2O[C@H]1CN(C)C(=O)Nc1ccc(C(F)(F)F)cc1 16 -9
C[C@@H]1CN([C@@H](C)CO)C(=O)Cc2cc(NC(=O)CCC(F)(F)F)ccc2O[C@@H]1CN(C)S(=O)(=O)c1cccs1 13 -3
C[C@@H]1CCCCO[C@H](CN(C)S(C)(=O)=O)[C@@H](C)CN([C@H](C)CO)C(=O)c2cc(NC(=O)Nc3ccc(C(F)(F)F)cc3)ccc2O1 10 -3
COc1ccc(NC(=O)N(C)C[C@@H]2Oc3ccc(NC(=O)CCC(F)(F)F)cc3C(=O)N([C@@H](C)CO)C[C@@H]2C)cc1 12 .
C[C@@H]1CCCCO[C@@H](CN(C)C(=O)CCC(F)(F)F)[C@@H](C)CN([C@H](C)CO)C(=O)c2cc(NS(=O)(=O)c3ccc(Cl)cc3)ccc2O1 2 9

2 successive records already listed:
SMILES T_cruzi_intra INS-1E_rescue
C[C@@H]1CCCCO[C@@H](CN(C)Cc2ccncc2)[C@@H](C)CN([C@H](C)CO)C(=O)c2cc(NS(=O)(=O)c3ccc(Cl)cc3)ccc2O1 10 9
C[C@@H]1CCCCO[C@@H](CN(C)C(=O)CCC(F)(F)F)[C@@H](C)CN([C@H](C)CO)C(=O)c2cc(NS(=O)(=O)c3ccc(Cl)cc3)ccc2O1 2 9
